DRD3 antagonist – qHTS of D3 Dopamine Receptor Antagonist: qHTS. 360,000 tested, 2.5% active. D(3) dopamine receptor (Homo sapiens), P35462. max response, negative = inhibition, %. D3R cells, DiscoveRx beta-arrestin luminescence, antagonist mode; active compounds read low; in the data active = max response below about -50%; inconclusive = no clear call, values can overlap the other calls; note: % is set by controls: 0 for no effect and ±100 for the full control effect; mostly tested at two doses, the higher about 12 µM
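Cells plated overnight at 1500 cells/well, then exposed to library compounds with dopamine controls for 90 minutes at 37 degrees C. DiscoveRx reagent added for 30–60 minutes at room temperature; luminescence read, quantitative HTS format.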
Abeta yeast res – qHTS for compounds that reverse cellular toxicity of Amyloid beta (A-beta) peptide in yeast: Primary Screen; AID 1347071, 2019; Potency, µM (doses to about 46.1 µM), for the others: at the top dose growth rescue, hits mostly activators; yeast expressing A-beta42, growth rescue, OD600, 48 h; response scale: 0% DMSO, 100% iron-clioquinol control; 410,000 tested, 0.063% active; note: potency is the fitted concentration of half-maximal effect; nearly all actives have a fitted effect of over 55% in size
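Growth rescue measured by 600 nm absorbance after 48 h yeast culture at 30 C with compound. Values normalized between DMSO and an equimolar ferric chloride plus clioquinol control.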
TDP43 rescue – qHTS of TDP-43 Inhibitors; TDP-43 expressing yeast growth rescue, BacTiter-Glo, 24 h; Potency, µM (highest dose often 46.1 µM), without a hit: top-dose growth rescue (activation), hits mostly activators; 410,000 tested, 1.8% active; AID 652104, 2013; note: potency is the fitted concentration of half-maximal effect; % of control where 0% means no effect; nearly all actives have a fitted effect of over 50% in size
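Readout is BacTiter-Glo luminescence of cell growth, so inhibitors register as activators. TDP-43-expressing yeast at OD600=0.02 in galactose medium, after raffinose pregrowth to mid-log, were incubated with compound for 24 hr at 30 deg C.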
EPAC2 ag – qHTS for Agonist of cAMP-regulated guanine nucleotide exchange factor 4 (EPAC2): primary screen; EPAC2 activation, biochemical qHTS; response scale: 100% = 6.5 mM cAMP response; 360,000 tested, 0.079% active; Potency, µM (doses to about 154 µM), for inactives: top-dose activation, most hits filed as activators; note: potency is the fitted concentration of half-maximal effect; nearly all actives have a fitted effect of over 50% in size
Target sequence (Q8WZA2 whole entry, looked up): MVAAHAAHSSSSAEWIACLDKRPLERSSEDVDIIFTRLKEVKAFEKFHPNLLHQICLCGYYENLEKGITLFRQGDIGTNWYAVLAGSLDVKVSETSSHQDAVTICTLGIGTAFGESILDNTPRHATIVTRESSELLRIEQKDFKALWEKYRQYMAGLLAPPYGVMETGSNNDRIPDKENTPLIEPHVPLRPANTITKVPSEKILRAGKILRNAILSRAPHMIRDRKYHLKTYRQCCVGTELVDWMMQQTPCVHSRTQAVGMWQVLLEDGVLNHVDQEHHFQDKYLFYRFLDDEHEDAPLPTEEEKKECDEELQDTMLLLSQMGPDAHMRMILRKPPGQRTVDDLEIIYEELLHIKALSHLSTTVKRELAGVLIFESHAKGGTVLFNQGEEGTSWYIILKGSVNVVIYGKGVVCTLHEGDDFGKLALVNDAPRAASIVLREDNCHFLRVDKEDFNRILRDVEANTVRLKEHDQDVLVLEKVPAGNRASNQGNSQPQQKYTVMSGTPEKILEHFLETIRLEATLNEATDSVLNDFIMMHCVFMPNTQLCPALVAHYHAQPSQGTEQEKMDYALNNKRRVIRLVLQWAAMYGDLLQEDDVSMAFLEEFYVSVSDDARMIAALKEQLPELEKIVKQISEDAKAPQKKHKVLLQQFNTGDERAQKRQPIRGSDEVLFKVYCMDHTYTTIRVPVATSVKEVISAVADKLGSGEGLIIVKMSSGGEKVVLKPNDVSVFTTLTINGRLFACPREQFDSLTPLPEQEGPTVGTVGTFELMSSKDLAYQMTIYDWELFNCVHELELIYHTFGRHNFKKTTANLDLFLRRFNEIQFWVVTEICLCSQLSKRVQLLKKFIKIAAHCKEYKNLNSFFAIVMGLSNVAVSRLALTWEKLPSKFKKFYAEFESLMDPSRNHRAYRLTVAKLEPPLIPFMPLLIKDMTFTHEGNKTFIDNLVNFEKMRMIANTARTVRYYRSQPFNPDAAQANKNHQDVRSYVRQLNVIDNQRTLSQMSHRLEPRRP
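Fluorescence exchange assay: 100 nM EPAC2 with 250 nM RAP1B-BODIPY-GDP and 50 uM GDP; compounds tested as a concentration-titration series (qHTS). Loss of Rap1-bound BODIPY-GDP fluorescence read at 480/540 nm; data normalized to 6.5 mM cAMP.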
D3 ag – qHTS of D3 Dopamine Receptor Agonist: qHTS; D(3) dopamine receptor (Homo sapiens), P35462; D3R DiscoveRx beta-arrestin cells, luminescence, 90 min; max activation, %; 410,000 tested, 0.58% active; in the data active = max activation above about 30%; note: 0% is about no effect; mostly tested at two doses, the higher about 12 µM
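Cells at 1500/well, incubated overnight, then treated with pinned compounds (dopamine as control) for 90 min at 37 degrees C. DiscoveRx reagent added for 30 - 60 minutes at room temperature; luminescence read.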
EPAC2 antagonist – qHTS for Antagonist of cAMP-regulated guanine nucleotide exchange factor 2 (EPAC2): primary screen; 360,000 tested, 0.18% active; AID 720708, 2013; Potency, µM (top dose mostly 114 µM), without a hit: top-dose activity, negative = inhibition, usual class: inhibitors; Rap guanine nucleotide exchange factor 4 (Homo sapiens), Q8WZA2; EPAC2 GEF exchange of Rap1B-BODIPY-GDP, fluorescence; note: potency is the fitted concentration of half-maximal effect; % is set by controls: 0 for no effect and ±100 for the full control effect; nearly all actives have a fitted effect of over 45% in size; many of its hits are not listed in these tables
FUS suppressor – qHTS for Suppressors of FUS Proteinopathy: Primary screen using FUS-linked yeast assay. S. cerevisiae FUS-expressing, growth rescue, OD600, 24 h. Potency, µM (titrated, usually from 76.6 µM), inactives show at the top dose growth rescue (activation), usual class: activators. 390,000 tested, 0.24% active. AID 1347120, 2019;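 note: potency is the fitted concentration of half-maximal effect; plate controls were DMSO vehicle for no effect and reference control for full effect; nearly all actives have a fitted effect of over 55% in size; some results filed as inactive show a strong effect at the top dose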
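Compound concentration series was pinned onto galactose-induced FUS-expressing yeast seeded at OD 0.005. Plates sat 24hr at 30C; absorbance at 600 nm gave growth. DMSO served as background control.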
aSyn rescue – qHTS of alpha-syn Inhibitors | Yeast expressing alpha-synuclein, growth rescue, BacTiter-Glo, 24 h | Potency, µM (doses to about 46.1 µM), inactives show at the top dose growth rescue (activation), actives largely listed as activators | 370,000 tested, 0.14% active; note: potency is the fitted concentration of half-maximal effect; % of control where 0% means no effect; nearly all actives have a fitted effect of over 65% in size
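Screening used galactose-induced yeast with toxic alpha-synuclein levels, exposed to compound for 24 hr at 30 deg C. Cell growth, read with BacTiter-Glo luminescence, gave the measured signal.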
* marks the source's active call; other numbers are inactive results; ? = inconclusive; nt = not tested or not shown; & = joins results of further samples; [ ] = remark or other dose. Unless noted, calls come from the whole dose curve; as a rule, active = well fitted curve in the direction sought with a large enough effect; inconclusive = small, poorly fitted or top-dose-only effect, or another doubt; inactive = no such curve, though single readings can be large; an effect the other way counts as inactive or inconclusive. Some of the compounds tested. The share of hits here may be higher or lower than overall.

SMILES	DRD3 antagonist	Abeta yeast res	TDP43 rescue	EPAC2 ag	D3 ag	EPAC2 antagonist	FUS suppressor	aSyn rescue
CS(=O)(=O)c1ccc(NC(=O)c2cccc(S(=O)(=O)N3CCN(Cc4ccccc4)CC3)c2)cc1	8	-10%	13%	7%	6	2%	20%	3%
CC(C)(C)c1csc(NC(=O)c2ccccc2O)n1	8	-86%[inhibitor]	-91%[inhibitor]	11%	19	-10%	4%	-58%[inhibitor]
CSC1=N/C(=C\c2ccccc2F)C(=O)S1	0	0%	?	11%	-1	-3%	13%	6%
Cc1ccc(N2CCC(N3CCN(C)C(CCO)C3)CC2)cc1 (stereo unspecified)	-11	-2%	-15%	5%	3	-8%	1%	1%
CN(/N=C/c1ccncc1)c1cnc2ccccc2n1	13	-16%	16%	-2%	4	3%	-8%	?
C[C@@H]1CN([C@H](C)CO)C(=O)CCCn2cc(nn2)CO[C@H]1CN(C)C(=O)NC1CCCCC1	6	-3%	27%	9%	1	7%	-17%	0%
C[C@H](NC(=O)c1ncn(Cc2ccccc2)c1C(=O)N[C@@H](C)c1ccccc1)c1ccccc1	-27	1%	13%	6%	7	-8%	?	3%
CC(Oc1ccccc1)C(=O)NC1C(=O)N2C1SC(C)(C)C2C(=O)O (stereo unspecified)	-11	-14%	-15%[9.22 µM]	7%	-23	-22%	16%	-3%
Cc1ccc(S(=O)(=O)N2CCCC(C(=O)Nc3cccnc3)C2)cc1 (stereo unspecified)	8	-1%	-15%	10%	-6	-8%	-1%	nt
CCOC(=O)N1CCN(C(=O)C[C@@H]2C[C@@]3(C(=O)OC)CCCCC=C3N(Cc3ccco3)C2=O)CC1	-17	0%	-5%	-2%	-9	8%	19%	2%
CC1(C)CC(=O)C2=C(C1)OC(N)=C(C#N)C21C(=O)N(CN2CCOCC2)c2ccccc21 (stereo unspecified)	-20	4%	-4%	-4%	0	-3%	5%	3%
COc1ccc(Cc2noc(CN(C)Cc3ccc(-n4cccn4)cc3)n2)cc1OC	79	-2%	13%	7%	3	-2%	18%	1%
O=C1CNC(=S)N1Cc1ccc(Cl)cc1	-7	24%	-1%	0%	-3	-9%	4%	11%
Nc1nc(C(=O)N2CCOCC2)nn1C(=O)c1ccc(Cl)cc1	17	-5%	4%	5%	-2	10%	-36%	-12%
O=c1cc(CO)oc(C(Nc2cccc(C(F)(F)F)c2)c2ccccn2)c1O (stereo unspecified)	22	-4%	6%	2%	1	-15%	-2%	0%
CC1C(=O)NN=C1c1ccc([N+](=O)[O-])cc1 (stereo unspecified)	-1	-1%	-27%	11%	-4	-9%	nt	-2%
COc1ccc(-c2cnnc(N/N=C/c3ccc(O)c(O)c3)n2)cc1	-1	-26%	-13%	2%	4	-1%	9%	-14%
CS(=O)(=O)N1CCN(c2nc(-c3ccc(F)cc3)cs2)CC1	-14	4%	1%	-1%	2	-2%	-6%	-1%
O=C(c1ccco1)N1CCN(c2ccc(Cl)c(Cl)c2)CC1	20	-48%[inhibitor]	27%	12%	2	-2%	41%	16%
Cc1nn(-c2ccc(Cl)cc2Cl)c(=O)c2ccccc12	-16	-11%	?	15%	-4	-16%	-9%	21%
CC1=C(C(=O)OC2CCCCC2)C(c2ccc(C)o2)C2=C(CCCC2=O)N1 (stereo unspecified)	-50*	-7%	-10%	-8%	1	-30%[57.1 µM]	-3%	3%
CC(=O)N(c1ccccc1C)C1CCCC1	0	16%	0%	4%	1	7%	-11%	-2%
COC(=O)c1ccsc1NC(=O)c1ccc2c(c1)OCCO2	26	2%	16%	1%	0	4%	-16%	3%
COc1ccc(NC(=O)CCOc2ccccc2)cc1	-10	9%	13%	-3%	7	-2%	-9%	8%
C[C@@H](NC(=O)[C@@H]1CCCN1C(=O)[C@@H]1CCCN1)c1ccccc1	10	-5%	7%	11%	6	4%	-7%	3%
SMILES	DRD3 antagonist	Abeta yeast res	TDP43 rescue	EPAC2 ag	D3 ag	EPAC2 antagonist	FUS suppressor	aSyn rescue
CCOc1cc(N2CCOCC2)c(OCC)cc1NC(=O)c1cc(-c2ccco2)nc2ccccc12	11	16%	-8%	-23%	30	-10%	14%	6%
CCCCCn1c(CN(C)Cc2ccccc2)nc2c1c(=O)n(C)c(=O)n2C	15	14%	20%	-5%	1	-1%	21%	9%
C=CCNC(=O)CSc1nnc(-c2ccncc2)n1CCc1ccccc1	6	-14%	-16%	6%	1	-12%	5%	6%
CN(C)c1ccc(C(=O)OCC(=O)NC2CCCCCC2)cc1	-6	3%	22%	-2%	8	-1%	10%	-8%
CCOC(=O)C1=C(CS(=O)(=O)c2ccc(Br)cc2)NC(=O)NC1c1ccccc1 (stereo unspecified)	nt	-9%	5%	nt	-5	nt	18%	nt
CSc1nc2ncc(C(=O)O)c(N)n2n1	0	6%	-25%	12%	-5	10%	2%	-4%
O=C(COc1ccccc1F)NC1CC(=O)N(c2ccc3c(c2)OCCO3)C1 (stereo unspecified)	nt	-6%	2%	nt	-9	nt	-21%	nt
CNc1nc(Sc2cccc(C(F)(F)F)c2)cc(C(F)(F)F)n1	0	-6%	-3%	0%	1	-1%[57.1 µM]	-8%	-9%
CCN(CC)CCCn1c2c(c(SCC(=O)Nc3ccc(F)c(F)c3)nc1=O)CCC2	22	-3%	2%	-1%	-7	9%	9%	0%
COc1ccc(CNC(=O)[C@H](Cc2ccccc2)NC(=O)C2CCNCC2)cc1	15	1%	-8%	0%	-6	-3%	1%	-4%
O=C(C1CCN(c2nc(-c3ccccc3)nc3c2CCC3)CC1)N1CCCC1	1	9%	7%	3%	6	-15%	20%	?
COC(=O)CN1C(=O)[C@H]2[C@@H](/C=C/c3ccccc3)N3C(=O)CN(CC4CC4)C(=O)[C@@]3(Cc3ccccc3)[C@H]2C1=O	?	-3%	9%	5%	-30	7%	24%	9%
CNc1ccc(C(=O)OCC(=O)NC(=O)NC2CCCCC2)cc1[N+](=O)[O-]	-28	-4%	-9%	-1%	-27	8%	1%	0%
O=C(CCSCc1ccc(Cl)cc1)NCCc1ccccc1	-6	4%&-11%	18%	9%	-13&0	1%	-11%&-14%	10%
Cc1ccc(-c2nc(C(=O)N3CCN(c4ccccc4)CC3)c3n2CCCCC3)cc1	nt	8%	0%	nt	6	nt	12%	2%
Cc1ccc(C(=O)CCC(=O)Nc2cc(C)ccn2)cc1	-28	-13%	-9%	6%	-9	2%	-1%	1%
O=C(NCCCN1CCOCC1)C1CCN(S(=O)(=O)c2ccccc2)CC1	-10	3%	1%	10%	-5	11%	19%	-4%
N#Cc1ccc(CSc2nnc(-c3ccncc3)o2)cc1	-25	16%	?	7%	-4	-2%	10%	-3%
O=C(NCCSc1c(-c2ccc(F)cc2)[nH]c2ccccc12)c1ccc(S(=O)(=O)N2CCOCC2)cc1	nt	-11%	7%	nt	3	nt	21%	nt
CCOC(=O)c1c(C)oc2c1c(C=NCC1CCCO1)c(O)c1ccccc12 (stereo unspecified)	?	4%	-16%	-23%	0	19%	14%	0%
Cc1cccc2cc(CN(Cc3cccs3)S(=O)(=O)c3ccc4c(c3)OCCO4)c(=O)[nH]c12	4	?	31%	0%	-5	-9%	nt	0%
OC(CNCc1ccco1)Cn1c2ccc(Br)cc2c2cc(Br)ccc21 (stereo unspecified)	29	-86%[inhibitor]	1%	6%	15	-13%	-2%	-25%
COc1cccc(OC)c1C(=O)Nc1nnc(-c2ccc(F)cc2)s1	5	?	23%	15%	3	6%	19%	-2%
COc1ccc2[nH]c3nc(SCc4nnc(-c5ccccc5)o4)nnc3c2c1	35	0%	19%	0%	0	-4%	44%	4%
NC(=O)COC(=O)c1oc2ccccc2c1CSc1ccc(Cl)cc1	11	6%	?	5%	1	-27%	?	?
SMILES	DRD3 antagonist	Abeta yeast res	TDP43 rescue	EPAC2 ag	D3 ag	EPAC2 antagonist	FUS suppressor	aSyn rescue
CCOc1ccc(S(=O)(=O)NCCC(=O)N2CC(C)OC(C)C2)cc1 (stereo unspecified)	8	0%	-5%	4%	0	-2%	-6%	0%
CC(C)C[C@@H](CN1CCC[C@@H]1CN1C(=S)NC[C@@H]1Cc1ccc(O)cc1)N1C[C@H](Cc2ccc(O)cc2)N(CC2CCCCC2)C1=S	14	10%	24%	-6%	9	-7%	?	-21%
Cc1ccc(CCNS(=O)(=O)c2cc3c(cc2Cl)NC(=O)CO3)cc1	-22	3%	-1%	7%	-2	4%	-17%	0%
CN(C)c1cc(-c2cccc([N+](=O)[O-])c2)oc(=O)c1Cl	-18	-9%	-8%	-6%	-11	-2%	-10%	-2%
COc1ccc(N2CCN(C(=O)COC(=O)Cc3cccc(OC)c3)CC2)cc1	-1	0%	6%	2%	-11	1%	2%	1%
CCCN(CCC)CCCNC(=O)c1sc2nc3n(c(=O)c2c1C)CCC3	nt	-17%	9%	nt	-17	nt	-26%	nt
Cc1cccc2c1-c1sc(C(=O)Nc3ccccc3C(N)=O)cc1CO2	nt	-9%	17%[9.22 µM]	nt	-8	nt	-14%	nt
Cn1c(=O)c2c(ncn2CC(COCc2ccccc2)OCc2ccccc2)n(C)c1=O (stereo unspecified)	10	9%	3%	8%	6	5%	1%	-1%
CCOC(=O)c1cnc(N2CCN(c3ccccc3)CC2)[nH]c1=O	6	-3%	-12%	-5%	-9	2%	-1%	-2%
N#Cc1ccc(/C=N/N=C(N)N)cc1	0	-3%	5%	5%	10	10%	7%	-2%
O=C(C[C@H]1CC[C@H]2[C@@H](COC[C@@H](O)CN2S(=O)(=O)c2ccccc2)O1)N[C@@H]1CCN(Cc2ccccc2)C1	-71*	0%	5%	0%	-13	8%	-4%	-9%
